E coli WT exp: growth inhibitors of E. coli BW25113 wild type; growth inhibition, % at 100 µM; OD600 absorbance; 98,000 compounds, 0.15% hits; AID 710;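 active = growth inhibition above about 50% at one test dose, limit read from the data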;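 note: growth measured after 20 h incubation at 37 °C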
FAK inh: blocks human focal adhesion kinase activity; Q05397; biochemical FAK kinase activity assay; inhibition, %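 (tested at 7 µM)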; 97,000 compounds, 0.84% hits; AID 727; in the data active = inhibition above about 19%;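 note: 0% = DMSO and 100% = reference compound high control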
PLAP activator: human PLAP activation; P05187; purified PLAP enzyme, luminescent substrate read-out; hits give high values; activation fold at 20 µM; 96,000 compounds, 1.2% hits; AID 696; in the data active = activation fold above about 2
Target sequence (P05187 whole entry, looked up): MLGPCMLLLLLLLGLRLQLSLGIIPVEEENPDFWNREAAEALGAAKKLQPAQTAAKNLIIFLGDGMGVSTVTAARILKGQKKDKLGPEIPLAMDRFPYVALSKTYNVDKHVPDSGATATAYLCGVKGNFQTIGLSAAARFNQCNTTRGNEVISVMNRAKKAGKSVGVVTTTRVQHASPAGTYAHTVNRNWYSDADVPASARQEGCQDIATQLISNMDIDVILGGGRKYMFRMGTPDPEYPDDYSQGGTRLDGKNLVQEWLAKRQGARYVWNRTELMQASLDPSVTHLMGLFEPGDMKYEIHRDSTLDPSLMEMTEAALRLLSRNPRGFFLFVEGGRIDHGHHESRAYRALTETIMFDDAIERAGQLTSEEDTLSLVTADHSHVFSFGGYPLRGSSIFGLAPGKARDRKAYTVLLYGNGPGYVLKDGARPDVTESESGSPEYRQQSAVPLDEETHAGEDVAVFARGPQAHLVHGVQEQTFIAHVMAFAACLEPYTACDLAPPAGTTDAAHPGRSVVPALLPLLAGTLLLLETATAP
The depositor's hits bear a star. An excerpt (hit frequency here may not be typical).

Compound	E coli WT exp	FAK inh	PLAP activator
Cc1ccc(S(=O)(=O)/N=C(/Nc2c(C)n(C)n(-c3ccccc3)c2=O)c2ccc(Cl)cc2)cc1	-6	-2	1.2
CCN(CC)S(=O)(=O)c1ccc(Cl)c(NC(=O)c2ccccc2C)c1	1	1	0.9
Cc1ccc(C(=O)NCCSc2ccccc2)cc1S(=O)(=O)Nc1ccccc1	-15	2	1.3
CSc1c(-c2ccccc2)nc2ccccc2c1C(=O)O	2	3	0.9
NC(=O)C1CCN(C(=O)OCc2ccccc2)CC1	1	-2	0.8
O=C(O)c1ccccc1N/N=C\c1ccnc2ccccc12	-9	8	1
CC1(C)Cc2nc3sc4c(=O)n(CC(=O)NCc5ccccc5)cnc4c3cc2CO1	-2	1	1
COC(=O)c1ccc2c(c1)C(C)(C)C(/C=C/c1ccccc1O)=[N+]2C	37	7	0.4
Cc1ccc(/C=C2\Sc3ccccc3C2=O)s1	-2	13	0.6
COc1cc(/C=C2/SC(=S)N(CC(=O)Nc3nc4ccccc4s3)C2=O)cc(OC)c1OC	-15	-1	1.5
Cc1ccc(-c2cccc(OC(=O)c3ccccc3F)c2)cc1	-9	4	0.8
Cc1ccc(S(=O)(=O)N/N=C\c2ccc(C)o2)cc1	2	-2	1
COc1ccc(NC(=O)c2sc(NC(=O)COc3ccccc3)nc2C)cc1	-14	1	1
Cc1c(Cl)cccc1NC(=O)CCC(=O)NNC(=O)c1ccccc1Cl	4	1	1.6
Cc1ccc(N(C(=O)c2csnn2)C(C(=O)NC(C)(C)C)c2cccs2)cc1 (stereo not drawn)	-3	-6	1.1
Cc1ccccc1C(=O)Nc1cccc(NC(=S)NC(=O)c2cccs2)c1	-3	-1	0.9
CCN(CCO)c1cc(Cl)nc(SC)n1	5	-2	1
O=C(/C=C/c1ccc2c(c1)OCO2)NCCSCc1cccc(Cl)c1	-17	-2	0.9
O=C(Nc1cccn(Cc2c(Cl)cccc2Cl)c1=O)c1ccc(Cl)cc1	-6	6	0.9
O=C(NC(NC(=S)Nc1ccc(Cl)c(Cl)c1)C(Cl)(Cl)Cl)c1ccco1 (stereo not drawn)	30	5	1
CC(=O)NN1C(=O)c2ccc(Oc3ccc([N+](=O)[O-])cc3)cc2C1=O	-8	-4	1
CCOC(=O)/C(O)=C/c1ncc(C(F)(F)F)cc1Cl	2	4	1.7
CCOc1cc(NC(=S)Nc2ccccc2)c(OCC)cc1NC(=O)c1ccccc1	-14	5	1.1
CCOc1ccc(S(=O)(=O)N(CC(=O)N/N=C/c2ccc(-c3ccc([N+](=O)[O-])cc3)o2)c2ccccc2)cc1	0	45*	1.1
Cc1cc(OCCn2cc(/C(N)=N/O)c3ccccc32)ccc1Cl	-5	2	0.9
Cc1ccc(-n2[nH]c(=O)c3cccnc32)cc1	-5	4	0.9
Fc1ccc(Cn2c(SCc3ccc(F)c(F)c3)nnc2C(F)(F)F)cc1	28	3	0.9
Cc1cccc(NC(=O)CSc2nnnn2-c2cccnc2)c1	6	-2	1
O=C(/C=C/c1ccccc1)N/C(=C/c1ccccc1)C(=O)NCCO	3	-1	1
O=C(NNC(=O)c1cc2cc3ccccc3nc2s1)c1cccc(Cl)c1	-9	30*	1.6
Cc1onc(-c2c(F)cccc2Cl)c1C(=O)N1C=CC(C(F)(F)F)=NCC1	0	1	1
CC(C)NC(=O)c1onc(CSc2cccc3ccccc23)c1C(=O)O	-17	-11	1.2
Cc1cc(C(=O)C(=O)NC(C)C)c(C)n1-c1ccc([N+](=O)[O-])cc1	-1	-1	0.9
COC(=O)c1ccc(NC(=S)N2CCN(Cc3ccc(Cl)cc3)CC2)cc1	5	1	1.1
Cn1c(/C=N/NC(=O)c2ccccc2)nc2ccccc21	-4	-3	1.4
CCS(=O)(=O)c1ccc2c(c1)N(S(C)(=O)=O)CC(C(=O)NC1CC1)O2 (stereo not drawn)	2	-8	1.1
Cn1c(=O)c2c(-c3cccc(F)c3)c3c(nc2n(C)c1=O)-c1ccccc1C3O (stereo not drawn)	2	3	1.1
COc1ccc(CNC(=O)COc2ccc([N+](=O)[O-])cc2)cc1	1	3	0.7
CCCCCC(=O)Nc1nc(C)c(-c2csc(Nc3ccc(Cl)cc3)n2)s1	-8	2	0.9
O=C(Cn1cc([N+](=O)[O-])cn1)Nc1ccccn1	7	-3	1.2
O=C(CSCC(=O)OCC(=O)c1ccc(Br)cc1)Nc1ccc(Br)cc1	-14	-6	1
CC(C)CC(=O)O/N=C1\C(=O)N(c2ccccc2)c2ccccc21	-6	-1	1
Cc1nc(N/N=C/c2ccccc2)nc(N(C)c2ccccc2)c1[N+](=O)[O-]	-18	-3	0.8
CCOC(=O)c1c(C)oc2c1c1c(c3ccccc32)OCN(Cc2ccccn2)C1	-6	11	1.3
CCC(=O)NC(=S)Nc1ccc(Cl)cn1	10	1	1.1
Cc1cccc(C(=O)NNC(=O)c2cc3cc4ccccc4nc3s2)c1	-9	0	1.7
CC(C)(C)NC(=O)c1cccc(NC(=O)CSc2ccccc2)c1	3	-8	1.2
Cc1ccc(C(=O)NCc2ccc(N3CCN(C(=O)OC(C)(C)C)CC3)cc2)cc1	6	-9	1
CCc1ccc(/C=C\C(=O)N2CCc3ccccc3C2)cc1	-10	-3	0.8
CCn1nc2cc(C(=O)NCCc3cccs3)ccc2c1OC	7	1	1
CC(=O)Nc1ccc(NC(=O)C/C(C)=N/NC(=O)C(=O)N2CCCC2)cc1	2	0	0.9
Cc1c(NC(=O)C(Sc2ccccc2)c2ccccc2)cccc1[N+](=O)[O-] (stereo not drawn)	-2	-3	1
COc1ccc(/C=C/C(=O)c2ccccc2)cc1COc1ccc(F)cc1	-15	0	1
Cc1ccccc1Cn1cnc2c([N+](=O)[O-])c(C)c(C)cc21	2	1	0.9
CC(C)N=C(Nc1ccccc1)c1cccnc1	-4	-6	0.9
COc1cc(/C=N\NC(=O)c2ccc(=O)[nH]n2)cc(OC)c1OC	1	4	1.4
Cc1ccccc1C(=O)NC(=S)NCC(=O)c1ccccc1	-5	3	0.9
Cc1nc(SC2CCOC2=O)c2c(C)c(C)sc2n1 (stereo not drawn)	-5	4	1
COc1ccc2sc3ccccc3c(=O)c2c1	-2	29*	0.9
Cc1cccc(CN(CC(=O)N/N=C/c2cccs2)S(=O)(=O)c2ccc(Cl)cc2)c1	-7	-2	0.9

Continued:
Compound	E coli WT exp	FAK inh	PLAP activator
COCCCNC(=O)C(=O)N/N=C/c1ccc(OCC(=O)Nc2cccc(Cl)c2C)c(OC)c1	-3	3	1.2
CN1CCc2c(c3c(n2C)CCN(C)[C@H]3c2ccccc2F)[C@@H]1c1ccccc1F	-3	-6	1.3
CS(=O)(=O)c1ccccc1-c1nc(-c2ccc(C(F)(F)F)cc2)no1	3	-7	0.9
COc1cc(/C=C(/NC(=O)c2ccccc2)C(=O)Nc2ccccc2)c([N+](=O)[O-])cc1OC	-9	0	1
O=C(Oc1ccc2ccccc2c1Br)N1CCCCCC1	-7	5	1.1
O=C1CCCC2=C1C(c1ccc(OS(=O)(=O)c3ccc(Cl)cc3)cc1)C1=C(CCCC1=O)O2	-4	-4	1.1
O=C(CSc1nc2ccccc2s1)N1c2ccccc2Sc2ccccc21	-24	1	1.2
COc1ccc(/C=N/NC(=O)CSc2nnc(C)n2-c2ccccc2)c(OC)c1OC	8	-1	1.1
COc1cc(-c2nnc(COC(=O)c3c4c(nc5ccccc35)CCCC4)o2)cc(OC)c1OC	-28	1	1.4
Cc1c(NC(=O)CSc2nnc3c4ccccc4n(CCc4ccccc4)c3n2)c(=O)n(-c2ccccc2)n1C	-1	7	1.3
Cc1oc(=O)c(NC(=O)c2ccccc2)cc1C(=O)c1ccccc1	2	3	1
CCCn1nc2cc(C(=O)NC3CCCc4ccccc43)ccc2c1OCC (stereo not drawn)	2	3	1.1
N#Cc1cc(-c2ccccc2)nnc1Oc1ccccc1	-4	-5	0.8
N#C/C(=C\c1cccs1)C(=O)NCC1CCCO1 (stereo not drawn)	-3	-10	0.8
COC(=O)c1ccc(-n2cncn2)c(F)c1	1	-8	1
O=C(NNC(=O)C1CCN(S(=O)(=O)c2ccc(Cl)cc2)CC1)c1ccc(Cl)cc1	-8	1	0.9
CCc1nc(SCC(=O)NNC(=O)C2CCCCC2)c2ccccc2n1	3	36*	1.7
CC1=NN(Cc2ccccc2)C(=O)C1C(c1ccccc1)C(C#N)C#N (stereo not drawn)	4	-4	1.2
Fc1ccc(CN2CCN3CCCC3C2C2CCCCC2)cc1F (stereo not drawn)	15	2	1.3
COc1ccc(-c2nn(C)c(=O)c3ccccc23)cc1NC(=O)COc1ccccc1	2	0	1.1
Cc1ccccc1C(=O)N1CCN(c2ccc([N+](=O)[O-])c(N3CCOCC3)c2)CC1	19	1	1.3
O=c1cc(CO)occ1OCc1cccc(C(F)(F)F)c1	4	-2	0.8
CC(C)C(=O)NC(=S)Nc1ccccc1F	-1	-5	0.9
O=C1/C(=C/c2cccnc2)Sc2ccccc21	13	1	1.1
CC(/C=N/Nc1nnc(C)c(=O)[nH]1)=C\c1ccccc1	-18	1	0.9
C=CCSc1ccsc1C(=O)O	-18	3	1.2
Cc1cc(=O)n2[nH]c(=O)c(N=Nc3ccccc3)c2[nH]1	4	-1	1.5
COc1cccc(C(=O)Oc2cc3c4c(c2)C(C)=CC(C)(C)N4C(=O)C3=O)c1	0	-2	1.1
CCOC(=O)C1=C(CSc2nc3ccccc3s2)NC(=O)NC1c1cc(C)ccc1C (stereo not drawn)	-15	1	1
CC[n+]1c(/C=C2/C=C(C)CC(C)(C)C2)sc2ccc(OC)cc21	23	0	0.9
Clc1ccc(Oc2cnc3ccccc3n2)cc1	-5	2	1
CN(Cc1ccccc1)S(=O)(=O)c1ccc(NC(=S)NC(=O)C2CCCC2)cc1	-17	-10	1
CCOc1cc(C)ccc1OCc1nnc(SCC(=O)c2cccc([N+](=O)[O-])c2)n1C	-2	-7	0.9
COc1ccc(/C=C/C(=O)c2ccoc2)cc1	7	1	0.7
CCn1c(-c2cc3c(C(F)(F)F)nn(C)c3s2)n[nH]c1=S	-5	1	0.9
O=C(CSCc1c(Cl)cccc1Cl)NCc1cccnc1	0	-2	0.9
CC(=O)C(N=Nc1ccccc1)(Sc1nnc(-c2ccccc2)n1-c1ccccc1)C(C)=O	-20	-1	1.2
COC(=O)C(C(=O)OC)C(C[N+](=O)[O-])c1ccc(OC)c(OC)c1 (stereo not drawn)	-3	-2	1
S=C(NCc1ccccn1)Nc1ccc(Cl)cc1Cl	7	2	0.8
COCC(=O)N/N=C(\C)CC(=O)Nc1ccccc1C(N)=O	-5	0	1
CCOC(=O)c1cn(-c2nc(-c3ccc(Cl)cc3)cs2)c2c(F)c(N3CC(C)OC(C)C3)c(F)cc2c1=O (stereo not drawn)	-5	-1	1
COc1ccccc1C(=O)O/N=C(\N)c1ccc(Cl)cc1	5	-2	1.1
Cc1cc(NC(=O)c2cc3ccccc3oc2=O)no1	1	2	1
COc1ccc(/C=C/C(=O)Nc2cc(C(F)(F)F)ccc2Cl)cc1	-6	-2	0.9
COCCNC(=S)NC1CC2CCCC(C1)N2Cc1cccs1 (stereo not drawn)	6	0	1.1
Cc1ccc(C)c(NS(=O)(=O)c2cc(C(=O)NCc3ccccn3)ccc2Cl)c1	5	2	1.1
Cc1ccc(N=Nc2c(N)[nH]n3c(=O)cc(-c4ccccc4)nc23)cc1	-5	-9	1.2
O=C(NC(=S)N1CCCc2ccccc21)c1ccccc1	6	1	0.9
CC(C)C1S/C(=N/N=C/c2cccs2)NC1=O (stereo not drawn)	-14	-7	1.2
Cc1cc(NC(=O)c2c([N+](=O)[O-])c(C)nn2C)no1	2	-2	0.8

Of the compounds above, these have a nitro group on carbon:
Compound	E coli WT exp	FAK inh	PLAP activator
CC(=O)NN1C(=O)c2ccc(Oc3ccc([N+](=O)[O-])cc3)cc2C1=O	-8	-4	1
CCOc1ccc(S(=O)(=O)N(CC(=O)N/N=C/c2ccc(-c3ccc([N+](=O)[O-])cc3)o2)c2ccccc2)cc1	0	45*	1.1
Cc1cc(C(=O)C(=O)NC(C)C)c(C)n1-c1ccc([N+](=O)[O-])cc1	-1	-1	0.9
COc1ccc(CNC(=O)COc2ccc([N+](=O)[O-])cc2)cc1	1	3	0.7
O=C(Cn1cc([N+](=O)[O-])cn1)Nc1ccccn1	7	-3	1.2
Cc1nc(N/N=C/c2ccccc2)nc(N(C)c2ccccc2)c1[N+](=O)[O-]	-18	-3	0.8
Cc1c(NC(=O)C(Sc2ccccc2)c2ccccc2)cccc1[N+](=O)[O-] (stereo not drawn)	-2	-3	1
Cc1ccccc1Cn1cnc2c([N+](=O)[O-])c(C)c(C)cc21	2	1	0.9
COc1cc(/C=C(/NC(=O)c2ccccc2)C(=O)Nc2ccccc2)c([N+](=O)[O-])cc1OC	-9	0	1
Cc1ccccc1C(=O)N1CCN(c2ccc([N+](=O)[O-])c(N3CCOCC3)c2)CC1	19	1	1.3
CCOc1cc(C)ccc1OCc1nnc(SCC(=O)c2cccc([N+](=O)[O-])c2)n1C	-2	-7	0.9
COC(=O)C(C(=O)OC)C(C[N+](=O)[O-])c1ccc(OC)c(OC)c1 (stereo not drawn)	-3	-2	1
Cc1cc(NC(=O)c2c([N+](=O)[O-])c(C)nn2C)no1	2	-2	0.8

Compound activity from PubChem.
